GIRK2 act = GIRK2 channel activators by thallium flux; P48051; HEK293 GIRK2/NPY4 cells, thallium flux fluorescence; activation (% efficacy), % for hits at 37.5 µM; 34,000 tested, under 10 active;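 active = primary screen hit, no activity in plain HEK293 cells, and in GIRK2-only cells above 5% efficacy rising with concentration; inactive = the rest, including fluorescent compounds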;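 note: efficacy is normalized control-subtracted fluorescence 15 s after thallium addition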
Target sequence (P48051 whole entry, looked up): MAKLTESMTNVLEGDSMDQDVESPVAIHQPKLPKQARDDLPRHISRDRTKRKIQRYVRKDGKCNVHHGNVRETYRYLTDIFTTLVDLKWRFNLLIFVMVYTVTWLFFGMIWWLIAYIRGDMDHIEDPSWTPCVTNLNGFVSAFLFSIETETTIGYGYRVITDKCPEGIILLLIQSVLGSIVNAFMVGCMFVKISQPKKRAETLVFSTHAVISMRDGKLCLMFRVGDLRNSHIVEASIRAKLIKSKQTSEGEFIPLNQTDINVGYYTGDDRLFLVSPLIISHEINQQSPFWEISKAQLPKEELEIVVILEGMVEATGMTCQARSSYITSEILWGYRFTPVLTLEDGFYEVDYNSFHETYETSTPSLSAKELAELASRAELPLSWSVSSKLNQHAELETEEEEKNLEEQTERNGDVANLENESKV
Calls only; i = inactive. Some of the compounds tested (hit frequency here may not be typical).

SMILES	GIRK2 act
COc1ccc(-c2cn(CC(=O)N(C)c3cccc(C)c3)nc2N2CCOCC2)cc1	i
CCCOc1ccc(S(=O)(=O)Nc2ncccc2C)c2ccccc12	i
Cc1cc(C)n(-c2cc(N3CCCC(C(=O)NCc4cccs4)C3)ncn2)n1 (configuration not stated)	i
COc1cccc2cc(C(=O)Nc3nnc(-c4cc(C)n(C)n4)o3)oc12	i
COc1cccc(-c2nnc3ccc(OCCNC(=O)CC4CCCCC4)nn23)c1	i
CSc1ccccc1C(=O)NCC1CCN(C(=O)/C=C/c2ccco2)CC1	i
O=C(NCc1ccc(Cl)cc1)NC1CCCC(O)C1 (configuration not stated)	i
COc1cccc(OC)c1C(=O)Nc1ccc(C)c(N2CCCCC2=O)c1	i
COc1ccccc1OCC(=O)Nc1ccc(-c2nnc(C)o2)cc1	i
Cc1c(Cl)cccc1S(=O)(=O)N1CCN(Cc2ccsc2)CC1	i
CCCc1ccc(C(=O)NCC2CCN(C(=O)OC)CC2)cc1	i
CCNC(=O)C1Cc2ccccc2N1C(=O)Cc1cccc2ccccc12 (configuration not stated)	i
COC(=O)c1ccc(NC(=O)C2CN(C(C)=O)C2)cc1	i
COc1ccc(N2C(=O)C3N=NN(Cc4ccc(Cl)cc4)C3C2=O)cc1OC (configuration not stated)	i
Cc1cc(OCC(O)CN2CCCCC2C)cc(C)c1Cl (configuration not stated)	i
COC(=O)Nc1nc(CC(=O)Nc2cccc(NC(C)=O)c2)cs1	i
CCC(=O)Nc1ccc(S(=O)(=O)Nc2ccc3nc(C)n(-c4ccc(OC)cc4)c(=O)c3c2)cc1	i
CCCC(=O)Nc1ccc(N2CCCC2=O)c(OC)c1	i
Cc1ccc(C)c(NC(=O)CSC2=NC3(CCCCC3)Nc3ccccc32)c1	i
CCCCS(=O)(=O)N1CCC2(CC1)NC(=O)N(CCOc1ccccc1)C2=O	i
CC(C)(C)OC(=O)N1CC(Oc2ncccn2)C1	i
O=C(Cn1nc(-c2ccco2)c2sc(N3CCCCC3)nc2c1=O)NCCc1ccccc1	i
Nc1c(C(=O)N2CCCC2)nsc1C(=O)NCCc1ccccc1	i
COc1ccc(CC(=O)NCC(c2cccs2)N(C)C)cc1OC (configuration not stated)	i
CNc1oc(-c2ccc(S(=O)(=O)N(C)Cc3ccccc3)cc2)nc1C#N	i
O=C(NC1CC1)c1nn(-c2ccc(F)cc2)cc1OCc1ccccc1	i
CC(O)(CNC(=O)C(=O)Nc1ccc(F)cc1F)C1CC1 (configuration not stated)	i
CS(=O)(=O)N1CCC(CNC(=O)c2cc3ccccc3oc2=O)CC1	i
COc1ccc(OC)c(-c2cc(C(=O)NCC#CCN3CCc4ccccc4C3)n(C)n2)c1	i
O=C(NCC1(c2cccs2)CCOCC1)c1ccsc1	i
CCOc1cccc2cc(C(=O)Nc3ccc(OC)cc3)c(=O)oc12	i
CCn1ccc(C(=O)Nc2nnc(-c3ccccc3OC)o2)n1	i
CC(NC(=O)C(=O)NCCCN1CCOC(c2ccccc2)C1)c1ccccc1 (configuration not stated)	i
CCOc1ccc(NC(=O)N2CC(c3nc(Cc4ccccc4)no3)C2)cc1	i
CSc1ccccc1C(=O)N1CCN(c2nccn2C)CC1	i
COc1ccc(NC(=O)NCCn2nc(-c3ccc(OC)cc3)ccc2=O)cc1	i
COc1ccc(S(=O)(=O)CC(=O)Nc2ccc(O)c(-c3nc4ccccc4s3)c2)cc1	i
O=C(NCc1ccc2c(c1)OCO2)C1(c2ccc(F)cc2)CC1	i
CC(=O)c1cccc(S(=O)(=O)NCCN2CCC(c3cccs3)CC2)c1	i
O=C(NCCC(O)c1ccco1)C(=O)NCc1ccc(F)cc1 (configuration not stated)	i
Cc1ccc(CN2C(=O)NC3(CCN(C(=O)Nc4ccc(Cl)cc4)CC3)C2=O)cc1	i
Cc1ccc([N+](=O)[O-])cc1S(=O)(=O)Nc1ccc(-c2ccc(=O)n(C)n2)cc1	i
CCn1ccc(C(=O)N(CCN2CCOCC2)c2nc3c(C)ccc(Cl)c3s2)n1	i
CSCCC(C)(O)CNC(=O)C(=O)NCc1cccs1 (configuration not stated)	i
COc1ccc(CCNC(=O)Nc2ccc3c(c2)CCC(=O)N3)cc1	i
Cc1c(C(=O)N(C)C2CCS(=O)(=O)C2)nnn1-c1ccccc1F (configuration not stated)	i
CC(C)N1CCC(CNS(=O)(=O)c2ccc(F)c(Cl)c2)CC1	i
COc1cccc(N2C(=O)CN(C3CCCCC3)C3CS(=O)(=O)CC32)c1 (configuration not stated)	i
Cc1cc(C(=O)N2CC(C(=O)NCc3ccc(S(N)(=O)=O)cc3)C2)no1	i
COc1ccc(CC(=O)Nc2nn(C)c3c2C(c2ccccc2)CC(=O)N3)cc1OC (configuration not stated)	i
CCOC(=O)c1c(SCC(=O)Nc2ccc(C(C)=O)cc2)nc(=O)[nH]c1C	i
CCOC(=O)N1CCN(C(=O)CN2CCC(COCc3ccccc3)CC2)CC1	i
CC(=O)Nc1ccc(SCC(=O)N2CCc3ccccc32)nn1	i
CC(C)CNC(=O)C(=O)NCC(c1cccn1C)N1CCc2ccccc2C1 (configuration not stated)	i
O=C(Nc1ccccc1Cl)c1ccc(=O)n(Cc2cccc(F)c2)n1	i
O=C(c1ccco1)N1CCc2ccc(NS(=O)(=O)c3cccc(Cl)c3)cc21	i
O=C(NCCCCN1CCOC(c2ccccc2)C1)C(=O)Nc1ccon1 (configuration not stated)	i
COc1cc(N2CCN(C(=O)Nc3ccc(OC)c(OC)c3)CC2)nc(OC)n1	i
COc1ccc(CCC(=O)NCCn2ncc3c(N4CCN(c5ccccc5)CC4)ncnc32)cc1	i
CCOC(=O)Cn1c(=NC(=O)c2cc(C)no2)sc2cccc(F)c21	i

(cont.)
SMILES	GIRK2 act
COc1cccc(C2=NN(C(=O)c3ccco3)C(c3cccc([N+](=O)[O-])c3)C2)c1 (configuration not stated)	i
CCc1ccc(S(=O)(=O)N2CCC(c3nnc(C4CC4)o3)CC2)s1	i
COc1ccc(OC)c(-c2csc(NC(=O)c3ccc(SC(C)C)cc3)n2)c1	i
Cc1cc(NC(=O)c2ccc(-c3ccccc3)cc2)n(C(C)C)n1	i
COc1cc(-c2ccc(=O)n(CC(=O)NCc3ccc(C)cc3)n2)cc(OC)c1OC	i
Cc1cc(C(=O)NCCn2nc(-c3ccccc3)n(C)c2=O)no1	i
CC(C)(C)C(=O)N1CCc2ccc(NS(=O)(=O)Cc3ccc(F)cc3)cc21	i
COc1cccc(OCC(=O)Nc2ccc3c(c2)N(C(=O)C2CC2)CC3)c1	i
Cc1cc(O)c(C(c2ccccc2Cl)c2c(O)cc(C)n(C)c2=O)c(=O)n1C	i
CCN(C(=O)CN1C(=O)c2ccccc2S1(=O)=O)c1ccccc1	i
COc1ccc(NC(=O)c2cccc(N3C(=O)C(C)CS3(=O)=O)c2)cc1Cl (configuration not stated)	i
CCS(=O)(=O)Nc1ccc(C)c(N2CCCC2=O)c1	i
COc1cccc2cc(C(=O)NCC(O)c3cccn3C)oc12 (configuration not stated)	i
O=C(NCC(c1cccnc1)N1CCN(Cc2ccccc2)CC1)Nc1ccccc1Cl (configuration not stated)	i
COCCN1CCC(NC(=O)c2ccc(C#N)cc2)CC1	i
CC(C)N1CCC(CNC(=O)C(=O)Nc2ccc3c(c2)OCO3)CC1	i
COC(=O)c1ccc2[nH]c(C)cc(=O)c2c1	i
Cc1cc(NC(=O)Cc2csc(Nc3ccc(Cl)cn3)n2)no1	i
O=C(COc1ncccn1)Nc1nc(-c2ccc(Cl)cc2)cs1	i
CCCc1nnsc1C(=O)NCCN1CCC(c2cccs2)CC1	i
Cc1cc(C(=O)N2CCN(C(=O)c3cnn4ccccc34)CC2)c(C)o1	i
CC1CN(C)CCN1CC1CCN(C(=O)c2cccc(F)c2)CC1 (configuration not stated)	i
Cc1cccc(NC(=O)CSc2nc(=O)n(CC3CCCO3)c3c2CCC3)c1 (configuration not stated)	i
CCN(CC)CCNC(=O)Nc1c[nH]c2ccccc12	i
NS(=O)(=O)c1ccc(CCNC(=O)c2ncccn2)cc1	i
Cc1ccc(-c2nsc(C(=O)N3CCCCCC3)c2N)cc1	i
Cn1c(SCC(=O)NC2CCCC2)nc2c(-c3ccccc3)c[nH]c2c1=O	i
Cc1nc(-c2ccccc2)sc1-c1cc(=O)[nH]c(SCC(=O)Nc2ccccc2)n1	i
CCN(C(=O)c1ccc(=O)n(Cc2ccc(F)cc2)n1)C1CCCCC1	i
O=C(Cc1cc(-c2ccc(F)cc2)on1)Nc1cccnc1	i
CSc1ccccc1NC(=O)C(=O)NCc1nnc(C)o1	i
O=C(NCC(O)c1ccc(C(F)(F)F)cc1)c1ccc(Cl)c(Cl)c1 (configuration not stated)	i
NC(=O)C1CCN(S(=O)(=O)c2ccc(C(=O)Nc3nccs3)o2)CC1	i
O=C(NCC#CCN1CCc2ccccc2C1)Nc1ccccc1C(F)(F)F	i
CSc1ccccc1CN1CCC(CNC(=O)c2cccn(C)c2=O)CC1	i
O=C(c1ccc2c(=O)n(Cc3ccccc3Cl)c(=S)[nH]c2c1)N1CCOCC1	i
N#Cc1nc(-c2ccc(S(=O)(=O)N3CCCCCC3)cc2)oc1N1CCN(c2ccccc2)CC1	i
Cc1c(Cl)ccc2sc(NC(=O)C3CCCN3S(C)(=O)=O)nc12 (configuration not stated)	i
Cc1csc(NC(=O)CSc2nc(=O)n(CCCO)c3c2CCCC3)n1	i
Cc1ccc(NC(=O)Cn2nc(-c3ccco3)c3sc(N4CCOCC4)nc3c2=O)c(C)c1	i

Ordered by SMILES length (low to high): part of the list above
SMILES	GIRK2 act
CCN(CC)CCNC(=O)Nc1c[nH]c2ccccc12	i
CSc1ccccc1NC(=O)C(=O)NCc1nnc(C)o1	i
Cc1ccc(-c2nsc(C(=O)N3CCCCCC3)c2N)cc1	i
CC1CN(C)CCN1CC1CCN(C(=O)c2cccc(F)c2)CC1 (configuration not stated)	i
CSc1ccccc1CN1CCC(CNC(=O)c2cccn(C)c2=O)CC1	i
Cc1csc(NC(=O)CSc2nc(=O)n(CCCO)c3c2CCCC3)n1	i
Cc1c(Cl)ccc2sc(NC(=O)C3CCCN3S(C)(=O)=O)nc12 (configuration not stated)	i
CCN(C(=O)c1ccc(=O)n(Cc2ccc(F)cc2)n1)C1CCCCC1	i
O=C(NCC(O)c1ccc(C(F)(F)F)cc1)c1ccc(Cl)c(Cl)c1 (configuration not stated)	i
Cc1cccc(NC(=O)CSc2nc(=O)n(CC3CCCO3)c3c2CCC3)c1 (configuration not stated)	i
NC(=O)C1CCN(S(=O)(=O)c2ccc(C(=O)Nc3nccs3)o2)CC1	i
O=C(c1ccc2c(=O)n(Cc3ccccc3Cl)c(=S)[nH]c2c1)N1CCOCC1	i
Cc1nc(-c2ccccc2)sc1-c1cc(=O)[nH]c(SCC(=O)Nc2ccccc2)n1	i
Cc1ccc(NC(=O)Cn2nc(-c3ccco3)c3sc(N4CCOCC4)nc3c2=O)c(C)c1	i
N#Cc1nc(-c2ccc(S(=O)(=O)N3CCCCCC3)cc2)oc1N1CCN(c2ccccc2)CC1	i

Additional entries.
SMILES	GIRK2 act
O=C(NCc1cccs1)N1CCCSCC1CN1CCOCC1 (configuration not stated)	i
O=S(=O)(CCCOc1ccc(F)cc1)NCCc1ccc(Cl)cc1	i
COc1cccc(-c2ccc(=O)n(CCCC(=O)Nc3cc(Cl)cc(Cl)c3)n2)c1	i
N#Cc1ccc(C(=O)NC2CCCC(O)C2)cc1 (configuration not stated)	i
O=C(CCCc1ccccc1)NCCn1ncc2c(N3CCN(c4ncccn4)CC3)ncnc21	i
O=C(Nc1cccnc1)C1CCN(c2ccc(-c3ccc(Cl)cc3)nn2)CC1	i
COc1ccc(C(CNC(=O)C(=O)Nc2ccc(F)cc2F)N2CCOCC2)cc1 (configuration not stated)	i
Cc1ccc(S(=O)(=O)NCCCC(=O)NCc2cccnc2)cc1	i
CCOc1ccc(S(=O)(=O)N2CCOC(c3ccccc3)C2)cc1C (configuration not stated)	i
Cc1cc(-c2nnc(SCC(=O)N(C)Cc3c(F)cccc3Cl)o2)c(C)o1	i
COCCn1c(=NC(=O)C2CCN(S(C)(=O)=O)CC2)sc2ccccc21	i
Nc1c(S(=O)(=O)c2ccc(F)cc2)c2nc3ccccc3nc2n1Cc1cccs1	i
O=C(Nc1ccc(-c2ccc(N3CCCCC3)nn2)cc1)Nc1cccs1	i
Cc1nnsc1C(=O)N1CCC(CNC(=O)C(=O)NCc2ccc3c(c2)OCO3)CC1	i
NC(=O)C1CCN(C(=O)Cc2cc(-c3cccs3)on2)CC1	i
Cc1cccc(CC(=O)NCCS(=O)(=O)N2CCN(Cc3ccccc3)CC2)c1	i
Cc1ccc(NC(=O)c2ccc3nnc(SCC(=O)Nc4cccc(F)c4)n3c2)cc1	i
O=C(Nc1ccc(S(=O)(=O)N2CCN(c3cnccn3)CC2)cc1)c1ccc(F)c(F)c1	i
O=C(Nc1cccc(Br)c1)c1ccc(=O)n(Cc2ccc(C(F)(F)F)cc2)c1	i
CC(C)(C)C(=O)NCC(=O)N1CCOC(c2ccccc2)C1 (configuration not stated)	i
O=C(NCCS(=O)(=O)N1CCN(Cc2ccccc2)CC1)C1CCCC1	i
O=S(=O)(NCCN1CCC(c2cccs2)CC1)c1ccc(OC(F)(F)F)cc1	i
O=C(Cc1csc(Nc2ccc(OC(F)(F)F)cc2)n1)N1CCCC1	i
COc1ccccc1OCC(=O)Nc1ccc(CC(=O)N2CCCC2)cc1	i
COc1ccc(NC(=O)OCc2ccccc2)cc1N1CCCCC1=O	i
N#C/C(=C\c1ccnc2ccccc12)c1nc(-c2ccc(F)cc2)cs1	i
CS(=O)(=O)N1CCCc2cc(NC(=O)c3cccc(Br)c3)ccc21	i
O=C(Cn1c(C2CC2)nc2c(cnn2-c2ccccc2)c1=O)Nc1ccc2c(c1)OCCO2	i
CCOc1ccc(C(=O)Nc2c3c(nn2C)CCC3)cc1	i
C=CCCC(=O)NCC(O)c1ccc(C(F)(F)F)cc1 (configuration not stated)	i
Cc1nn(C2CCS(=O)(=O)C2)c2nc(-c3cccs3)cc(C(=O)Nc3cc(F)ccc3F)c12 (configuration not stated)	i
O=C(c1ccccc1F)N1CCN(c2ccc(-c3ccccn3)nn2)CC1	i

Molecules from the list above containing bromine:
SMILES	GIRK2 act
O=C(Nc1cccc(Br)c1)c1ccc(=O)n(Cc2ccc(C(F)(F)F)cc2)c1	i
CS(=O)(=O)N1CCCc2cc(NC(=O)c3cccc(Br)c3)ccc21	i

Source: PubChem BioAssay (Vanderbilt University)
